# BAZ2B block: blocks human BAZ2B; Q9UIF8; AlphaScreen BAZ2B-H3K14Ac peptide displacement; Potency, µM (series often up to 114 µM), inactives show top-dose activity change, negative = inhibition, actives largely listed as inhibitors; hit rate 4.4% among 360,000; AID 504333; note: potency is the fitted concentration of half-maximal effect; % is set by controls: 0 for no effect and ±100 for the full control effect; nearly all actives have a fitted effect of over 60% in size
# Target sequence (Q9UIF8 whole entry, looked up): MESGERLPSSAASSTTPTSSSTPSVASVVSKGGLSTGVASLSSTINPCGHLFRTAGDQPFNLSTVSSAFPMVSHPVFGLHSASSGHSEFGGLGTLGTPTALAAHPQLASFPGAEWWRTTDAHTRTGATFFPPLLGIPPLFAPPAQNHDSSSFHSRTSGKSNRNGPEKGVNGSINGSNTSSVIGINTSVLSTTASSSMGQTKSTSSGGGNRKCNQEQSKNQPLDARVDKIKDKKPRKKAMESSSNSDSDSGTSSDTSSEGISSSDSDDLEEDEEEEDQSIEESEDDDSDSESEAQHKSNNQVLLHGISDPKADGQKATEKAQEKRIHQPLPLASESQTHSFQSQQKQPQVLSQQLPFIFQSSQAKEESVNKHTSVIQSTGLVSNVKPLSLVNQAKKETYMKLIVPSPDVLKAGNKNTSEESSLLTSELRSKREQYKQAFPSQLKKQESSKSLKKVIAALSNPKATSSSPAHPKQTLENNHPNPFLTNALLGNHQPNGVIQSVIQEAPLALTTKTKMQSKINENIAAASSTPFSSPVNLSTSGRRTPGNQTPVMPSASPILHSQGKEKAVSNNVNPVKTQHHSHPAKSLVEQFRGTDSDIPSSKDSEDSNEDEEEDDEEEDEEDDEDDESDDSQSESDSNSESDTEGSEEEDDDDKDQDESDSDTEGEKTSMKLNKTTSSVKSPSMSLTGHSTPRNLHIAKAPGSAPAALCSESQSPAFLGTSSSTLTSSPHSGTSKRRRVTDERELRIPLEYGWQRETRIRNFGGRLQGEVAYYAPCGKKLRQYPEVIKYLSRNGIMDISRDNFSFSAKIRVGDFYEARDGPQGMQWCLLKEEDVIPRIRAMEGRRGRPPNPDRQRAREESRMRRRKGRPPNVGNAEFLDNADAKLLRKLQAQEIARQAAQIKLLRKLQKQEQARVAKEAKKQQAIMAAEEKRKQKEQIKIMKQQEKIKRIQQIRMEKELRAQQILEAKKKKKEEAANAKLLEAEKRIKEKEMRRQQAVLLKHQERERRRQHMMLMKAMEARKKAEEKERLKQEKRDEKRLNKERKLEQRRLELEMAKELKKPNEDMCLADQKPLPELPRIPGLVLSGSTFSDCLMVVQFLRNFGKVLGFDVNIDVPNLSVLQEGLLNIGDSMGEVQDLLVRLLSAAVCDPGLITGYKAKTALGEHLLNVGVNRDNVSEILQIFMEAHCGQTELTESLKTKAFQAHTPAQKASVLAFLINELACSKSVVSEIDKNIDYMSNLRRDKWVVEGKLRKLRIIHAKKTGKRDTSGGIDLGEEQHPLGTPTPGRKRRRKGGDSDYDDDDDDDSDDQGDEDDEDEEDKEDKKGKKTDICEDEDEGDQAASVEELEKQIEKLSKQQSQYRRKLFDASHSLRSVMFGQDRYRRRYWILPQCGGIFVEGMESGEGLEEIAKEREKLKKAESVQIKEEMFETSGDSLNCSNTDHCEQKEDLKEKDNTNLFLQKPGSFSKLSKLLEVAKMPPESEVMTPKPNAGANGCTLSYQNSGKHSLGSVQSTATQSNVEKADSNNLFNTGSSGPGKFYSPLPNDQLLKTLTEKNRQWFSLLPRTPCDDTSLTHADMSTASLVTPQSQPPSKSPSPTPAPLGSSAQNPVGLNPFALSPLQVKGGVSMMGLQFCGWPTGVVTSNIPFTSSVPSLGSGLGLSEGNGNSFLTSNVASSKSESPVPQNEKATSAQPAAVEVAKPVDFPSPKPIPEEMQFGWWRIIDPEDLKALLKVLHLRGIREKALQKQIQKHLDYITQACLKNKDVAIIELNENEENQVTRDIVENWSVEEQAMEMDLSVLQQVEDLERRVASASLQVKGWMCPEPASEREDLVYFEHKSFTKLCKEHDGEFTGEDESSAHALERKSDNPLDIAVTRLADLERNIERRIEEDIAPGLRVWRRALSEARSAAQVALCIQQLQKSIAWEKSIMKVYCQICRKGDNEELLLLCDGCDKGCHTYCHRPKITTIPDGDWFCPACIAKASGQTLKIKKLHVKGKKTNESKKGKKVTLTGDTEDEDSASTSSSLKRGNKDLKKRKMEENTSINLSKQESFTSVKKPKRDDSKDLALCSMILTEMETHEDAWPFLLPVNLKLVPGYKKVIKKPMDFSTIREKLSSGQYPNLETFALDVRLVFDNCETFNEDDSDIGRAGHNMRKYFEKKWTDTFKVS
#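 BAZ2B 50 nM plus b-H3(5-23)K14Ac 50 nM, PBS pH 7.4/0.01% Tween-20, 30 min RT; compound added (max 110 uM), 30 min RT; streptavidin donor/Ni-chelate acceptor beads 10 ug/mL final, 20 min dark; AlphaScreen read.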
# Tb PGK inh: inhibitors of T. brucei phosphoglycerate kinase. P07378. PGK/GAPDH coupled, Kinase-Glo luminescence, 60 min. Potency, µM (series often up to 57.5 µM), without a hit: top-dose activity change, negative = inhibition, usual class: inhibitors. hit rate 0.043% among 380,000. AID 602233; note: potency is the fitted concentration of half-maximal effect; % is set by controls: 0 for no effect and ±100 for the full control effect; nearly all actives have a fitted effect of over 60% in size
#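 Recombinant glycosomal PGK reaction used 1,3-bisphosphoglycerate generated in-well by GAPDH (100nM final) in 100mM TEA pH 7.6, 5mM MgCl2, 0.01% Tween-20. After 60 minutes at room temperature, ATP was read by Kinase-Glo Plus luminescence end-point.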
# JMJD2A Tudor inh: JMJD2A Tudor domain (human) inhibition | O75164 | AlphaScreen JMJD2A-Tudor / H3K4me3 peptide binding | Potency, µM (top dose mostly 114 µM), for the others: at the highest dose activity change, negative = inhibition, most hits filed as inhibitors | hit rate 4.4% among 390,000 | AID 504339; note: potency is the fitted concentration of half-maximal effect; % is set by controls: 0 for no effect and ±100 for the full control effect; nearly all actives have a fitted effect of over 50% in size
# PI4K2A block: PI4K2A (human) kinase inhibition; activity change, negative = inhibition, % at 76.9 µM; hit rate 0.13% among 420,000; Q9BTU6; purified PI4K2A, ADP-Glo luminescence, 1 h; active compounds read low; in the data active = activity change below about -50%; inconclusive = mostly about -30% to -49%;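 note: -100% = wells without enzyme as full effect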
#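 ADP-Glo luminescence measured ADP generated by PI4K2A enzyme (4 ug/mL before mixing) with 1.2 mM PI substrate (pre-mix) and 300 microM ATP (pre-mix). Tris pH7.5 buffer with MgCl2, Triton X-100; 1 h reaction at ambient temperature.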
# G9a block: inhibitors of human histone lysine methyltransferase G9a; Q96KQ7; G9a H3K9 monomethylation, AlphaScreen, 2 h; Potency, µM (highest dose often 102 µM), for inactives: top-dose activity, negative = inhibition, actives largely listed as inhibitors; hit rate 8.8% among 350,000; AID 504332; note: potency is the fitted concentration of half-maximal effect; % is set by controls: 0 for no effect and ±100 for the full control effect; nearly all actives have a fitted effect of over 75% in size
#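 AlphaScreen detection with an anti-monomethyl H3K9 antibody quantified product after a 2 h room-temperature reaction containing 500 nM biotinylated H3K9 peptide, 20 µM SAM and 20 nM enzyme, which had been preincubated 15 min with compound.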
# HP1b binding inh: HP1-beta chromodomain-methylated histone interaction inhibition; P83916; AlphaScreen HP1-beta / biotin-H3K9me3 peptide binding; AID 540317; Potency, µM (doses to about 114 µM), without a hit: top-dose activity change, negative = inhibition, most hits filed as inhibitors; hit rate 0.56% among 390,000; note: potency is the fitted concentration of half-maximal effect; nearly all actives have a fitted effect of over 70% in size; inactives centre near 23
#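 AlphaScreen: HP1-beta (50 nM) preformed 30 min with biotin-H3(1-18)K9me3 peptide (50 nM) in PBS pH 7.4, 0.01% Tween-20. Compound added for 30 min at RT, then streptavidin donor/nickel chelate acceptor beads (10 ug/mL) for 30 min.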
# POLH inh: blocks human DNA polymerase eta activity; hit rate 1.2% among 390,000; recombinant Pol eta, fluorescent DNA replication assay; Q9Y253; Potency, µM (series often up to 114 µM), for inactives: at the highest dose activity change, negative = inhibition, usual class: inhibitors; AID 588591; note: potency is the fitted concentration of half-maximal effect; % is set by controls: 0 for no effect and ±100 for the full control effect
#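 Pol eta (10 nM) was preincubated with compounds for 15 min at room temperature, after which fluorescent replication substrate (50 nM final) was added to start the reaction. Fluorescence was read kinetically at 0 and 10 min.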
# GLS inh: blocks human kidney-isoform glutaminase activity | AID 624170 | Potency, µM (highest dose often 45.5 µM), without a hit: top-dose activity change, negative = inhibition, most hits filed as inhibitors | O94925 | GLS enzymatic activity, qHTS titration | hit rate 0.21% among 410,000; note: potency is the fitted concentration of half-maximal effect; % is set by controls: 0 for no effect and ±100 for the full control effect
#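 Glutamate formation by hKGA was monitored fluorometrically using coupled glutamate oxidase, HRP and Amplex Red. Substrate was added as 1 mM L-glutamine solution; incubation was 30 min at RT after an initial read.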
# Pin1 inhibitor: blocks the human prolyl isomerase Pin1; Pin1 FP peptide displacement, HiFluor488, 10 min; hit rate 0.009% among 390,000; Potency, µM (highest dose often 115 µM), for the others: at the top dose activity, negative = inhibition, most hits filed as inhibitors; AID 504891; active = well fitted inhibition curve with a large enough effect in the polarisation, with a control signal flat, not every such curve was filed as active; inconclusive = small, poorly fitted or top-dose-only effect, or effect the other way, or a change in a side signal; inactive = no such curve, though single readings can be large or run the other way; the % refers to the polarisation; note: potency is the fitted concentration of half-maximal effect; % is set by controls: 0 for no effect and ±100 for the full control effect
# Active calls of the source: *; i = inactive; ? = inconclusive; / = no result given; [ ] = remark or other dose. Unless noted, calls come from the whole dose curve; as a rule, active = well fitted curve in the direction sought with a large enough effect; inconclusive = small, poorly fitted or top-dose-only effect, or another doubt; inactive = no such curve, though single readings can be large; an effect the other way counts as inactive or inconclusive. Some of the compounds tested; rates above refer to the full screens.
SMILES,BAZ2B block,Tb PGK inh,JMJD2A Tudor inh,PI4K2A block,G9a block,HP1b binding inh,POLH inh,GLS inh,Pin1 inhibitor
Cc1ccc(S(=O)(=O)NCC(=O)NC2CCCCCC2)cc1,10%,i,-18%,11,13%[12.7 µM],5%,1%,4%,3%
Cc1nn(-c2ccc([N+](=O)[O-])cc2)c2c1C(c1ccc(OC(F)F)cc1)N1C(=N2)C(=O)Nc2ccccc21 (stereo not given),-18%,-10%,-20%,6,-2%,17%,-15%,0%,11%
Cc1ccc(-n2nc3c(c2NC(=O)c2ccc4c(c2)OCO4)CS(=O)(=O)C3)cc1C,-15%,8%,-9%,3,/,9%,-10%,17%,6%
Cc1ccc(NC(=O)Cc2nn(C)c(=O)c3ccccc23)cc1F,-1%,4%,35µM*,3,8%[59 µM],-6%,-4%,?,-2%
CCc1ccc(/C=C2\SC(=S)N(CCC(=O)N3CCN(C)CC3)C2=O)cc1,-31%,-14%,?,-7,-10%,3%,-6%,-1%,?
CC(C)NC(=O)C1CCN(C2CCN(C(=O)C3=CCCC3)CC2)CC1,-1%,-14%,-1%,-1,11%,30%,-21%,-5%,3%
COC(c1ccccc1)c1nnc(CCC(=O)N2CCCCCCC2)o1 (stereo not given),0%,-8%,-19%,0,-11%,53%[activator],-7%,-2%,-3%
CCOC(=O)COc1ccc(S(=O)(=O)NCc2cccnc2)cc1,-3%,4%,-20%,-2,-13%[12.7 µM],26%,-6%,32%[activator],-7%
Cc1ccc2cccc(S(=O)(=O)n3nc(C)cc3C)c2n1,-10%,3%,-8%,4,-20%[12.7 µM],30%,-12%,-3%,-3%
COc1ccc(Cl)cc1NC(=O)CSc1nnc(Cn2c(=O)sc3ccccc32)n1C,-4%,-3%,-9%,1,25%[59 µM],39%,3%,0%,0%
CC(=O)NCCc1ccc(S(=O)(=O)N2CCN(c3nc(-c4ccccc4)c(C)s3)CC2)cc1,3%,0%,-9%,11,?,13%,-7%,-16%,-4%
CCN(c1ccccc1)S(=O)(=O)c1ccc(OC)c(NC(=O)c2ccco2)c1,/,-3%,/,10,/,/,-17%,-2%,/
Cc1ccc(-c2nc(CS(=O)(=O)CC(=O)Nc3cc(F)ccc3F)c(C)o2)cc1,-8%,-8%,-15%,3,/,32%,-8%,3%,-1%
COc1ccc(CCNC(=O)c2nc(SCc3ccc(F)cc3)ncc2Cl)cc1OC,-5%,-3%,-19%,7,-2%[59 µM],10%,6%,-3%,-6%
COc1ccc(CNC(=O)c2nn(-c3ccccc3C)nc2CO)cc1,1%,9%,-9%,0,3%[59 µM],46%[activator],-12%,3%,4%
Cc1ccc(C(=O)c2oc3ccccc3c2NC(=O)Cc2coc3cc(C)ccc23)cc1,1%,-5%,-13%,-3,6%[59 µM],8%,-14%,-6%,-3%
O=C(O)CN1C(=O)COc2cc(S(=O)(=O)N3CCCC3)ccc21,4%,i,-18%,-1,-22%,49%[activator],-15%,2%,-4%
Cn1ncc2c(=O)[nH]nnc21,/,-7%,-6%,0,/,39%,-20%,-1%,-8%
Cc1ccc(NC(=O)Cn2cnc3c(=O)n(C)c(=O)n(C)c32)c(C)c1,0%,-2%,-4%,1,?,20%,-11%,-8%,7%
COc1ccc(NC(=O)C2CCOC2=O)cc1 (stereo not given),/,-4%,-6%,2,/,-5%,-19%,10%,2%
C=CCNC(=O)c1cc(-c2ccncc2)nc2c(C)cc(C)cc12,5%,i,-15%,-1,108%[activator],51%[activator],-21%,-10%,0%
COc1ccccc1NS(=O)(=O)c1cccc(NC(=O)Cc2cccs2)c1,-30%,-1%,-18%,1,-11%[59 µM],17%,8%,20%,3%
Nc1cc(C(=O)OCC(=O)NCCNC(=O)COC(=O)c2ccc(Cl)c(N)c2)ccc1Cl,1%,-1%,-26%,-6,?,-3%,0%,-6%,-1%
COc1ccc(/C=C(\C#N)c2nc(-c3cc4ccccc4oc3=O)cs2)cc1OC,1%,i,-20%,2,12%[59 µM],6%,-6%,12%,-18%
CCN(CC(=O)Nc1ccccc1C(F)(F)F)CC(=O)NC1CC1,-2%,-6%,4%,4,?,27%,-12%,-2%,-2%
O=C(c1cnn(C(=O)CN2CCCC2=O)c1)c1ccccc1O,3%,-10%,-4%,-5,-23%[59 µM],60%[activator],-14%,22%,-4%
Cc1cc(OCC(=O)Nc2ccccc2C)no1,47%[activator],7%,0%,-2,80%[activator][2.33 µM],46%[activator],-20%,1%,-20%
O=C(Nc1ccc(F)cc1F)N1CCCCCC1,-1%,-8%,-1%,2,/,11%,6%,-1%,1%
Cc1ccc2c(C(=O)CNc3nncs3)c(C)[nH]c2c1,?,i,-33%,-7,/,40%,-9%,-4%,7%
CCOc1cccc2cc(C(=O)N3CCOCC3)c(=O)oc12,-3%,6%,-14%,3,1%,28%,5%,13%,-8%
CCc1ccc(NC(=O)COC(=O)CC2CCCC2)cc1,/,-5%,8%,4,/,69%[activator],-12%,1%,-7%
Cc1onc(-c2c(Cl)cccc2Cl)c1C(=O)NC(C)(C)CO,13%,-6%,-19%,5,-7%[2.33 µM],13%,11%,-17%,-2%
Cc1ccc(S(=O)(=O)c2nc(NC3CCS(=O)(=O)C3)sc2Cl)cc1 (stereo not given),-2%,0%,-17%,-1,-50%[59 µM],14%,-14%,6%,-1%
O=C1CNC(=S)N1c1nc2ccccc2s1,-8%,-9%,5%,-2,-34%,32%,-14%,-13%,-5%
Cc1cc(C(=O)Nc2ccc(-n3c(C)nc4ccccc4c3=O)cc2)ccc1[N+](=O)[O-],21%,i,-22%,-3,-5%[59 µM],64%[activator],-11%,5%,-1%
Cc1cc(C)n2cc(CSCc3ccco3)nc2n1,-2%,-10%,-14%,-25,-9%[59 µM],34%,?,1%,-13%
CC(O)CN(CC(C)O)c1ccc2c(c1)Cc1cc([N+](=O)[O-])ccc1-2 (stereo not given),/,-1%,-1%,-6,/,27%,-18%,21%,?
Cc1ccc(C(=O)Nc2ccc3c(c2)C(=O)N(C)C3=O)c(C)c1,-3%,i,-6%,-1,1%,38%,-4%,-4%,8%
CCOC(=O)C1CCN(C(=O)c2cc3cc(C)ccc3[nH]2)CC1,-7%,-16%,-17%,5,20%,15%,-20%,-3%,0%
CCOc1ccc(OCC)c(NC(=O)C2CCCN(C(=O)c3ccc(Cl)cc3)C2)c1 (stereo not given),?,4%,-26%,3,1%[12.7 µM],-1%,-15%,3%,-3%
CCOc1ccccc1N1CCN(C(=O)CCNS(=O)(=O)c2ccccc2F)CC1,4%,i,-9%,6,-24%,26%,-20%,-1%,-9%
Cn1c(Cn2c(=O)sc3ccccc32)nnc1SCC(=O)N1CCN(c2ccccc2)CC1,-4%,-9%,-1%,1,-10%[59 µM],46%[activator],-13%,9%,1%
CN(C)/C=C(\c1cnc(Cl)s1)S(=O)(=O)c1ccccc1,-19%,i,-11%,3,-37%,34%,-8%,2%,4%
CC(C)[C@H](CN1CCC[C@H]1CN1C(N)=NC[C@H]1C(C)C)N1C[C@@H](Cc2ccccc2)N(CCCC2CCCC2)C1=N,/,-2%,-29%,2,/,18%,-19%,-4%,1%
OCC(O)C(O)C(O)C(O)C1NCCS1 (stereo not given),21%,-14%,-10%,1,50µM*,?,0%,-7%,-9%
Cc1ccccc1NCc1ccc(O)c2ncccc12,50µM*,/,28µM*,6,1.1µM*,?,-4%,3%,-7%
CCCCOC(=O)c1ccc(NC(=O)c2ccc3c(c2)CCN3S(=O)(=O)c2ccccc2)cc1,-5%,0%,-9%,2,2%[59 µM],41%[activator],8%,-5%,16%
CS(=O)(=O)c1ccc(C(=O)OCC(=O)Nc2cccnc2Cl)cc1[N+](=O)[O-],/,-4%,7%,-1,/,39%,89µM*,2%,7%
CC(C)CNC(=S)N(CCO)Cc1cc2cc3c(cc2[nH]c1=O)OCO3,?,-10%,-19%,-2,?,14%,-6%,0%,4%
COc1ccc(Cl)cc1S(=O)(=O)n1cnc2ccccc21,21%,1%,4%,7,?,50%,-5%,6%,-2%
CN(C)S(=O)(=O)N1CCN(CC(=O)Nc2ccc(F)cc2)CC1,-5%,-8%,4%,1,18%,50%[activator],-19%,3%,1%
CN1CCN(NC(=S)NC2CCCCC2)CC1,4%,-2%,-11%,5,7%[59 µM],25%,-1%,9%,1%
O=C(CCC(=O)N(CC(=O)NC1CCCC1)Cc1cccs1)Nc1nccs1,-15%,i,-8%,-2,1%,-13%,-21%,-4%,-6%
CCCc1c(C(=O)N/N=C/c2cccs2)nnn1-c1nonc1N,-27%,-3%,-20%,-6,-17%,63%[activator],6%,-9%,2%
Cc1cnc(C)c(N2CCC(C(=O)NCc3cccs3)CC2)n1,17%,-7%,-7%,-8,-1%,21%,-4%,12%,-7%
O=C(CN1C(=O)NC2(CCCC2)C1=O)N1CCN(c2cccc(C(F)(F)F)c2)CC1,2%,-7%,-7%,-2,1%[0.501 µM],15%,-3%,0%,0%
COCCN(C(=O)COC(=O)/C=C/c1ccco1)c1c(N)n(Cc2ccccc2)c(=O)[nH]c1=O,?,-16%,-9%,-2,/,2%,?,-20%,-3%
O=[N+]([O-])c1ccc(NCCCN2CCOCC2)c(Cl)c1,-6%,-11%,-20%,1,20%[2.33 µM],6%,-7%,-3%,-1%
Cc1cc(Cl)ccc1NC(=S)NCCc1ccc(S(N)(=O)=O)cc1,/,-2%,-28%,4,/,-4%,?,3%,?
COc1cc(CC(=O)OCC(=O)N(C)C2CCCCC2)cc(OC)c1OC,/,i,1%,3,/,39%,0%,-3%,-2%

# Screens from PubChem.
